Screening results as filed in PubChem.
SUMO Mot1 rescue = blocks SUMOylation pathway, rescuing yeast Mot1-301 growth; S. cerevisiae Mot1-301 growth rescue, ATP luminescence, 38.5C; percent above DMSO median, 100 means doubled; 1% of 320,000 active; growth rescue, % at 18.8 µM; AID 2716;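 active = every valid replicate shows activation above 250% relative to neutral control wells; inactive = the rest, any valid replicate at or below 250%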;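 also: OY570 slx delta 5 strain wells were the positive control but not used for scaling; some compounds called inactive have numbers as strong as hits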
NSD2 inh = NSD2 (human) methyltransferase inhibition; O96028; NSD2 peptide methylation, AlphaScreen, 120 min; inhibition, % at 12.5 µM; 0.54% of 310,000 active; in the data active = inhibition above about 50%
dFosB activator = enhances mouse delta FosB homodimer DNA binding; 0.99% of 340,000 active; purified delta FosB, TAMRA-CDK5 oligo fluorescence polarization; percent of positive-control signal above neutral wells; activation, % at 25 µM; AID 493131; P13346;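 active = mean activation above about 17%, with every replicate also reaching it, limit read from the data, passing the limit was not always enough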;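 also: fluorescence polarization rise as delta FosB binds a TAMRA Cdk5 AP-1 oligo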
Target sequence (P13346 whole entry, looked up): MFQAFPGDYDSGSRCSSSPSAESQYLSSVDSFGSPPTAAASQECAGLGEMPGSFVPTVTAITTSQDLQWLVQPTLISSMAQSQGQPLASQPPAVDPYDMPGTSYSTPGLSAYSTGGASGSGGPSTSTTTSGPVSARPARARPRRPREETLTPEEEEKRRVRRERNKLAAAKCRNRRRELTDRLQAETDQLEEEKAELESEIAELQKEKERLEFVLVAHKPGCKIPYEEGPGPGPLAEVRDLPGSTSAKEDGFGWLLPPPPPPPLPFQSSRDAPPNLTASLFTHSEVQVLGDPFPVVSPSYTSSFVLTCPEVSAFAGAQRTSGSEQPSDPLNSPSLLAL
Cardiac RTF inh = cardiac RTF calcium desensitization; IANBD-labeled cardiac RTF, Ca2+ fluorescence; P19429+P45379; inhibition, % at 7.15 µM; 0.12% of 340,000 active;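 active = inhibition above the mean inhibition of all tested compounds plus 3 SD, cut at about 17% in these data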;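 also: assay run at fixed EC70 calcium of 1.6 mM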
Rtt109 Vps75 = blocks Candida albicans Rtt109/Vps75 acetyltransferase activity; purified Rtt109/Vps75, ThioGlo CoA-SH fluorescence, 4 h; inhibition, % at 34.9 µM; 0.16% of 330,000 active;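 active = inhibition of at least 50% in every replicate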
Target sequence (Q5AAJ8 whole entry, looked up): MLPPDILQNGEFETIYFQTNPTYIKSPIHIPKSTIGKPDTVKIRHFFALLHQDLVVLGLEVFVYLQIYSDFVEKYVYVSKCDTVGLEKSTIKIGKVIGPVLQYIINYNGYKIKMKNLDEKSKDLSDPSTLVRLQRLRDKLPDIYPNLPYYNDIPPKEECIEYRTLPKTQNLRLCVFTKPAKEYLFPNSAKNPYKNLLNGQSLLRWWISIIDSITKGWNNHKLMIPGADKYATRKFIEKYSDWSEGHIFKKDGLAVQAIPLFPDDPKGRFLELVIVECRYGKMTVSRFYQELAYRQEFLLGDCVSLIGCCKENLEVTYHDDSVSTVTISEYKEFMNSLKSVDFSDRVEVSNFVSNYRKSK
PfHsp90 yeast 2 = inhibits growth of yeast expressing Plasmodium falciparum Hsp90; AID 504621; inhibition, % at 9.4 µM; 0.32% of 310,000 active; S. cerevisiae expressing PfHsp90, BacTiter-Glo ATP, 48 h; yeast lacking PDR1 and PDR3 efflux regulators;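 active = every replicate shows inhibition above about 80%, whatever the replicate mean, limit read from the data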;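 also: 0% = DMSO neutral controls and 100% = 20 µM radicicol positive controls; yeast relying on Plasmodium falciparum Hsp90 in place of its own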
CDK5 inh = inhibitors of human CDK5/p35 kinase; AID 488839; inhibition, % at 10 µM; Recombinant CDK5/p35, ADP-Glo luminescence, 60 min; 0.01% of 330,000 active;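 active = highest replicate inhibition of at least 50% and at least 75% of replicates reaching 50%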;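 also: plate controls were DMSO neutral control for no effect and GW8510 at 10 µM for full effect; many of its hits are not listed in these tables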
RTF Ca sens act = increases calcium sensitivity of human cardiac regulated thin filaments; P19429+P45379; IANBD-labeled TnC RTF fluorescence at EC20 calcium; 0% EC20 calcium, 100% full calcium; activation, % at 7.2 µM; 0.24% of 340,000 active; AID 493008;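 active = activation above the mean over all tested compounds plus 3 SD, cut at about 30% in these data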;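 also: rise in fluorescence read as greater calcium sensitivity of cardiac thin filaments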
Keap1-Nrf2 PPI = Keap1-Nrf2 (human) interaction inhibition; 0.15% of 340,000 active; AID 504523; Keap1 Kelch-Nrf2 peptide fluorescence polarization, 1536-well; Q14145; inhibition, % at 9.4 µM; in the data active = inhibition above about 12%;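 also: human Keap1 Kelch domain with fluorescein labeled Nrf2 9mer peptide probe; 0% = neutral control wells and 100% = peptide positive control; higher means more block of Keap1 binding to Nrf2 peptide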
PvdQ acylase = P. aeruginosa PvdQ acylase inhibition; purified PvdQ acylase, fluorescence plate reader; inhibition, % at 10 µM; AID 488965; 0.063% of 340,000 active; in the data active = inhibition above about 30%, passing the limit was not always enough;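 also: 0% = vehicle neutral wells and 100% = reference inhibitor wells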
LANA DNA inh = blocks KSHV LANA C-terminal domain binding to DNA. MBP-C-LANA/FAM-LBS DNA binding, fluorescence polarization. 0.078% of 340,000 active. inhibition, % at 9 µM;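 active = highest replicate inhibition at or above 60% at 9 µM, even if other replicates fall short; inactive = all replicates below 60% inhibition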;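 also: 0% = neutral control wells and 100% = 4 µM acridine orange control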
Numbers without * were called inactive; i = inactive; · = no result given.

SMILES | SUMO Mot1 rescue | NSD2 inh | dFosB activator | Cardiac RTF inh | Rtt109 Vps75 | PfHsp90 yeast 2 | CDK5 inh | RTF Ca sens act | Keap1-Nrf2 PPI | PvdQ acylase | LANA DNA inh
C[C@H](CO)N1C[C@H](C)[C@@H](CN(C)S(=O)(=O)c2ccc(F)cc2)Oc2c(NS(=O)(=O)c3ccccc3)cccc2C1=O | · | · | -12 | -2 | 2 | 15 | -3.1 | 12 | 7 | -11 | -0.7
O=C(Nc1cc(=O)[nH]c2ncnn12)c1ccccc1Cl | -6 | 1 | -7 | -2 | -14 | -25 | 0.9 | 0 | 3 | -1 | -0.3
O=C(COC(=O)c1cncc(Br)c1)NCc1ccc2c(c1)OCO2 | -4 | -3 | -12 | -5 | 4 | · | 0.5 | 2 | -4 | -8 | -1.6
CC(C)(C)c1ccc(OCCCC(=O)Nc2ccc(S(N)(=O)=O)cc2)cc1 | 958 | 0 | -3 | -5 | -13 | 12 | 1.1 | -3 | 4 | -9 | 0.1
COc1ccc(NC(=O)Cn2c3ccc(OC)cc3c3nc4n(c(=O)c32)CCS4)cc1 | i | -4 | -8 | 2 | 0 | -7 | 1.5 | 1 | -2 | 2 | -0.4
CCCCCCCNC(=O)C1(CC2CC(c3ccc(Cl)cc3)=NO2)CCN(C(=O)OC(C)(C)C)CC1 (stereo not given) | -24 | · | -5 | -1 | 1 | 36 | -0.3 | -1 | -2 | -6 | 0.9
Cc1ccc(-n2cc(-c3ccccc3)c3c(NN4CCOCC4)ncnc32)cc1 | 9 | 6 | 0 | -12 | 3 | -75 | -5.1 | -7 | -5 | -6 | 0.5
COc1ccc(O)c(CN2CCCC(N3CCc4ccccc4C3)C2)c1 (stereo not given) | -3 | 8 | -2 | 3 | -1 | 7 | -1.1 | 3 | -5 | -18 | -1.3
O=C(NC(=S)NNC(=O)c1ccccc1[N+](=O)[O-])c1ccccc1 | 10 | -2 | -1 | -6 | -1 | 18 | 2.5 | 3 | -8 | -9 | 1.3
CCOc1cc(C2CC(=O)Nc3cc(C)c(C)cc32)ccc1O (stereo not given) | -3 | 1 | -3 | -5 | 4 | -13 | -1.5 | -1 | -6 | 0 | 19
Cc1ccc(CSc2ncnc3onc(C)c23)cc1 | -6 | -4 | -2 | -1 | 9 | -18 | -1.1 | 3 | -4 | -12 | 44
O=[N+]([O-])c1cc(CN2CCN(c3ccccc3)CC2)c(O)c2ncccc12 | -13 | 4 | -4 | 2 | 3 | 7 | -3.5 | 1 | -2 | 2 | -2.4
O=C(c1cnn(-c2ccccc2)c1)c1cc(Br)ccc1O | 12 | -1 | 13 | -3 | -1 | -7 | -7.5 | 1 | -3 | -12 | 1.0
COc1ccc(NC(=O)c2ccc(COc3ccccc3)o2)c(OC)c1 | 2 | 0 | -7 | -4 | -3 | -2 | 0.2 | -4 | -1 | -12 | -0.4
CCOC(=O)C(NC(C)=O)C(=O)Nc1ccc(C(C)(C)C)cc1 (stereo not given) | 24 | -1 | -2 | -5 | -2 | 0 | -2.3 | 1 | -7 | -11 | 1.0

2 successive entries already listed, for reference:
SMILES | SUMO Mot1 rescue | NSD2 inh | dFosB activator | Cardiac RTF inh | Rtt109 Vps75 | PfHsp90 yeast 2 | CDK5 inh | RTF Ca sens act | Keap1-Nrf2 PPI | PvdQ acylase | LANA DNA inh
O=C(c1cnn(-c2ccccc2)c1)c1cc(Br)ccc1O | 12 | -1 | 13 | -3 | -1 | -7 | -7.5 | 1 | -3 | -12 | 1.0
COc1ccc(NC(=O)c2ccc(COc3ccccc3)o2)c(OC)c1 | 2 | 0 | -7 | -4 | -3 | -2 | 0.2 | -4 | -1 | -12 | -0.4

The results go on:
SMILES | SUMO Mot1 rescue | NSD2 inh | dFosB activator | Cardiac RTF inh | Rtt109 Vps75 | PfHsp90 yeast 2 | CDK5 inh | RTF Ca sens act | Keap1-Nrf2 PPI | PvdQ acylase | LANA DNA inh
CCN(CC(=O)Nc1ccc(NC(C)=O)cc1)C(=O)C12CC3CC(CC(Cl)(C3)C1)C2 | 0 | 17 | 0 | 3 | -3 | -21 | -0.9 | 2 | -5 | -15 | 0.1
CCOc1cc(N2CCOCC2)c(OCC)cc1NC(=O)COC(=O)CCOc1ccc(C)cc1 | -8 | 5 | -3 | 7 | -2 | -1 | -1.0 | 6 | -3 | -5 | -0.1
Clc1nc(Nc2ccc(N3CCOCC3)cc2)c2ccccc2n1 | -4 | 8 | -11 | 12 | 10 | -17 | 0.1 | 6 | -1 | -6 | 0.8
CCc1ccc(CN(C)C(=O)c2cc(COc3cc(C)c(Cl)c(C)c3)on2)nc1 | -12 | -4 | -17 | -3 | -3 | -10 | 1.5 | 0 | -1 | -14 | -0.8
COC(=O)C1=NNCC12CC(=O)N(c1ccc(Br)cc1)C2=O (stereo not given) | -17 | -1 | -4 | 1 | 8 | 15 | 1.5 | 5 | -2 | 6 | -1.2
CC(C)c1ccc(NC(=O)CSc2ncccc2C(=O)Oc2cccc([N+](=O)[O-])c2)cc1 | 5 | 1 | 3 | 8 | 0 | -20 | -0.6 | -6 | -7 | -11 | 2.2
CCOc1ccccc1NC(=O)[C@@H](NC(=O)c1cccc(S(=O)(=O)N2CCOCC2)c1)C(C)C | 68 | -1 | 1 | 4 | -6 | -2 | 0.7 | -1 | 3 | -10 | -0.5
Cc1onc(-c2c(F)cccc2Cl)c1C(=O)Nc1cccc(Cn2cccn2)c1 | 10 | -5 | 0 | -4 | 0 | -2 | 0.2 | 0 | -1 | -1 | -2.2
CCOc1ccc(CCNc2nc3ccc(C)cc3n3cnnc23)cc1OCC | -2 | 0 | -8 | -10 | 4 | 4 | -0.4 | 1 | 4 | -5 | 2.7
CCOC(=O)C1CCN(Cc2ccc(F)cc2)CC1 | -2 | -1 | 5 | 4 | 6 | 7 | 0.6 | -4 | 1 | 1 | -0.5
CC(=O)OC(C(=O)NC1CCCCC1)c1ccccc1 (stereo not given) | 17 | 0 | 6 | -8 | -3 | 20 | 2.6 | 2 | 0 | 8 | 0.9
NC(=S)NN=C1c2ccccc2-c2c(F)c(F)c(F)c(F)c21 | · | 1 | -5 | 1 | -14 | 17 | -4.3 | 5 | -8 | -10 | -3.2
C/C(=N/OCO/N=C(\C)c1ccccc1)c1ccccc1 | 640* | -4 | 3 | 4 | 14 | 18 | 1.4 | -6 | 1 | 3 | -0.2
N/C(=N\OC(=O)Cc1ccc([N+](=O)[O-])cc1)c1cccc(Br)c1 | -11 | 9 | 3 | -8 | 8 | · | 0.4 | 1 | 0 | -15 | 1.9
O=C(CCN1C(=O)/C(=C/c2ccc(Cl)cc2)SC1=S)NC1C=CS(=O)(=O)C1 (stereo not given) | 6 | 2 | -7 | -10 | 26 | -8 | 0.4 | -2 | 3 | 13 | ·

Reformatted: results already given
Results follow in this order: SUMO Mot1 rescue, NSD2 inh, dFosB activator, Cardiac RTF inh, Rtt109 Vps75, PfHsp90 yeast 2, CDK5 inh, RTF Ca sens act, Keap1-Nrf2 PPI, PvdQ acylase, LANA DNA inh
- CCN(CC(=O)Nc1ccc(NC(C)=O)cc1)C(=O)C12CC3CC(CC(Cl)(C3)C1)C2
→ 0, 17, 0, 3, -3, -21, -0.9, 2, -5, -15, 0.1
- CCOc1cc(N2CCOCC2)c(OCC)cc1NC(=O)COC(=O)CCOc1ccc(C)cc1
→ -8, 5, -3, 7, -2, -1, -1.0, 6, -3, -5, -0.1
- Clc1nc(Nc2ccc(N3CCOCC3)cc2)c2ccccc2n1
→ -4, 8, -11, 12, 10, -17, 0.1, 6, -1, -6, 0.8
- CCc1ccc(CN(C)C(=O)c2cc(COc3cc(C)c(Cl)c(C)c3)on2)nc1
→ -12, -4, -17, -3, -3, -10, 1.5, 0, -1, -14, -0.8
- COC(=O)C1=NNCC12CC(=O)N(c1ccc(Br)cc1)C2=O (stereo not given)
→ -17, -1, -4, 1, 8, 15, 1.5, 5, -2, 6, -1.2
- CC(C)c1ccc(NC(=O)CSc2ncccc2C(=O)Oc2cccc([N+](=O)[O-])c2)cc1
→ 5, 1, 3, 8, 0, -20, -0.6, -6, -7, -11, 2.2
- CCOc1ccccc1NC(=O)[C@@H](NC(=O)c1cccc(S(=O)(=O)N2CCOCC2)c1)C(C)C
→ 68, -1, 1, 4, -6, -2, 0.7, -1, 3, -10, -0.5
- Cc1onc(-c2c(F)cccc2Cl)c1C(=O)Nc1cccc(Cn2cccn2)c1
→ 10, -5, 0, -4, 0, -2, 0.2, 0, -1, -1, -2.2
- CCOc1ccc(CCNc2nc3ccc(C)cc3n3cnnc23)cc1OCC
→ -2, 0, -8, -10, 4, 4, -0.4, 1, 4, -5, 2.7

(more compounds)
SMILES | SUMO Mot1 rescue | NSD2 inh | dFosB activator | Cardiac RTF inh | Rtt109 Vps75 | PfHsp90 yeast 2 | CDK5 inh | RTF Ca sens act | Keap1-Nrf2 PPI | PvdQ acylase | LANA DNA inh
O=C(N[C@@H]1c2ccccc2CC[C@@H]1OCc1ccccc1)c1ccc(-c2ccccc2)cc1 | · | · | -5 | -8 | -2 | -3 | 0.5 | 1 | -8 | -10 | -2.5
O=C(Nc1ccccc1)c1ccccc1CCc1ccccc1 | -6 | -1 | -4 | -3 | 3 | -4 | -0.4 | 13 | -5 | -10 | -0.9
CCOc1cc(C(=O)NC2CCCCCCC2)cc(OCC)c1OCC | 32 | 0 | -9 | -9 | -3 | 1 | 0.7 | 3 | -5 | -7 | 0.2
COC(=O)c1ccc(CSc2nnc(NC(=O)C3CCCO3)s2)cc1 (stereo not given) | -7 | 0 | 5 | 0 | -2 | 19 | -0.5 | -1 | -1 | -5 | -2.3
Nc1c(N(CCO)C(=O)c2ccccc2OCc2ccccc2Cl)c(=O)[nH]c(=O)n1Cc1ccccc1 | · | -13 | -27 | -7 | -4 | · | -0.2 | -1 | 1 | -10 | 1.9
Cc1ccc(OC(C)C(=O)Nc2ccccc2C(=O)N2CCOCC2)cc1 (stereo not given) | -2 | -7 | 1 | 2 | -4 | 11 | 0.0 | 1 | -1 | -14 | 0.3
CCCCCCc1nnc(NC(=O)c2ccco2)s1 | 5 | -2 | -4 | 5 | -2 | -27 | 0.2 | -4 | -3 | 1 | -0.1
C/C(=C\C(=O)c1ccccc1)Nc1ccc(N2CCOCC2)cc1 | 38 | 0 | -6 | -7 | 10 | -5 | 0.1 | 1 | 1 | 2 | -1.3
C(=N\Nc1nc2ccccc2[nH]1)/c1ccc2c(c1)OCO2 | · | 0 | 3 | -4 | -5 | 13 | -0.3 | 11 | -1 | -4 | -0.9
O=C1CCC(=O)N1CCC(c1ccc(F)cc1)c1ccco1 (stereo not given) | -2 | 6 | -7 | -9 | 1 | 1 | 3.7 | 5 | 1 | 4 | -1.4
